Compound activity (PubChem BioAssay)
FAS TE block = inhibitors of human fatty acid synthase thioesterase domain; inhibition, % at 15 µM; recombinant FAS-TE, OMFH fluorogenic substrate, fluorescence endpoint; 0.67% of 360,000 active;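 active = compounds whose normalised, plate-corrected inhibition of enzyme fluorescence in the single-dose primary screen is 50% or more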;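 also: 0% = DMSO with enzyme and 100% = substrate without enzyme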
MT1-MMP act inh = blocks activation of human MT1-MMP; P50281; HT1080 RFP-PRO-GFP cells, GFP/RFP ratio fluorescence, overnight; percent of plate control window, DMSO zero; GFP/RFP ratio change, % at 20 µM; 0.061% of 360,000 active;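 active = GFP/RFP ratio change of at least 30% with cell ATP level not reduced by more than half and red fluorescence within 50% of control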; also: strong numbers were not always called active
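Assay system: HT1080 cells carrying an RFP-PRO-GFP reporter | Dosing: Single dose of 20 µM compound, 1% DMSO final | Incubation: Cells overnight before dosing, compound overnight, 37 °C, 5% CO2 | Evaluation: GFP/RFP fluorescence ratio | Control set: DMSO and RFP-L50D-GFP cell wells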
Rpn11 inh = blocks the human proteasome subunit Rpn11; O00487; human 26S proteasome, Ub4-pepOG fluorescence polarization; 20S core pre-blocked with epoxomicin; calls only at 20 µM; 0.59% of 360,000 active;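 active = inhibition at 20 µM, scaled to each plate's controls, above about 33%, limit read from the data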
Target sequence (O00487 whole entry, looked up): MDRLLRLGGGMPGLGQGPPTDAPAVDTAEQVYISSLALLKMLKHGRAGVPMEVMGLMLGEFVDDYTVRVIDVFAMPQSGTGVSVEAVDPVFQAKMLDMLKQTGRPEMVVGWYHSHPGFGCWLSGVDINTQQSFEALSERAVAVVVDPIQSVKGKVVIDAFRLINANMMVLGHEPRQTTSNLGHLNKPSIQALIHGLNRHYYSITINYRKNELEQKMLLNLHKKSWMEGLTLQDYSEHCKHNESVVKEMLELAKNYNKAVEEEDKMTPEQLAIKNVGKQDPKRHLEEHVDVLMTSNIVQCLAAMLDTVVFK
eLon inh = inhibits E. coli Lon protease; P0A9M0; purified E. coli Lon protease, fluorescence polarization; inhibition, % at 7.94 µM; 0.42% of 360,000 active; AID 602123; in the data active = inhibition above about 13%, passing the limit was not always enough;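 also: 0% = enzyme with probe and DMSO and 100% = no enzyme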
MsrA inh = inhibits bovine methionine sulfoxide reductase A. purified bovine MsrA, absorbance read-out. inhibition, % at 15.5 µM. 0.75% of 360,000 active. AID 651718; in the data active = inhibition above about 4.5%;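 also: 0% = vehicle wells with enzyme and 100% = reference inhibitor wells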
MsrA act = bovine methionine sulfoxide reductase A activation; purified bovine MsrA, absorbance read-out; activation, % at 10.6 µM; 0.3% of 360,000 active; AID 602163; in the data active = activation above about 7.5%;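 also: 0% = vehicle and 100% = reference activator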
MLLE-PAM2 inh = blocks PAM2 peptide binding to the PABP1 MLLE domain. P11940. GST-MLLE / FITC-PAM2 fluorescence polarization. inhibition, % at 20 µM. 0.36% of 360,000 active. AID 588489; in the data active = inhibition above about 35%, passing the limit was not always enough;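 also: plate controls were DMSO wells with GST-MLLE for no effect and wells lacking GST-MLLE protein for full effect; some results filed as inactive read as strong as hits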
CSN deneddyl inh = blocks human CSN-mediated cullin deneddylation; inhibition, % at 12.5 µM; Q92905; Purified CSN, SCF-Nedd8-OG deneddylation, fluorescence polarization; 0.38% of 360,000 active;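 active = pattern-corrected inhibition above about 35%, with an unprinted fluorescence ratio check between 0.5 and 1.5, limit read from the data, passing the limit was not always enough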;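 also: 0% = enzyme with substrate and 100% = substrate without enzyme; some results filed as inactive read as strong as hits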
Target sequence (Q92905 whole entry, looked up, one chain of several): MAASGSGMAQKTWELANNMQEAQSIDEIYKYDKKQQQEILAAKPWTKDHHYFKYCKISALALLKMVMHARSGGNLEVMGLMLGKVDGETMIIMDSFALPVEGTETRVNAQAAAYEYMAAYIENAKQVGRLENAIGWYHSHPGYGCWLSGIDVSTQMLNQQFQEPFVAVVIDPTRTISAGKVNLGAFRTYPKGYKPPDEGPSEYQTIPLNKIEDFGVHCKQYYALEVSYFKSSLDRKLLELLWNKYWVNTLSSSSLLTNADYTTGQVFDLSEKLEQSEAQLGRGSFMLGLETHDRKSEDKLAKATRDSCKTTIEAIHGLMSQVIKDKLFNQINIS
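Detection – fluorescence polarization · System – HEK293T-derived human Csn5 enzyme · Controls – substrate-only high control, full reaction low control · Timing – 90 min, room temperature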
Rin1 Abl inh = human Rin1-Abl interaction inhibition | P00519+Q13671 | TR-FRET Rin1/Abl binding, biochemical | inhibition, % at 7.35 µM | 0.4% of 360,000 active | AID 588664; in the data active = inhibition above about 5%, passing the limit was not always enough
* = called active by the depositor; i = inactive; · = not tested or not shown.

SMILES	FAS TE block	MT1-MMP act inh	Rpn11 inh	eLon inh	MsrA inh	MsrA act	MLLE-PAM2 inh	CSN deneddyl inh	Rin1 Abl inh
COC(=O)C1=COC(C)C2CN3CCc4c([nH]c5ccccc45)C3CC12 (configuration not stated)	-25	-54	i	3	0.4	-2	96	-15	-3
COc1cc([C@@H]2CC=C(C(=O)O)[C@H](c3cccc(Cl)c3)N2S(=O)(=O)c2ccc(C)cc2)cc(OC)c1OC	-4	-1	i	-6	1.4	-2	-17	2	2
Cc1ccc(C(=O)Nc2nc(-c3ccco3)c(-c3ccco3)s2)o1	15	1	i	-31	1.6	-8	-17	42	5
Cc1cccc(N2CCN(C(=O)CCC(=O)N3CC(C)Oc4ccccc43)CC2)c1C (configuration not stated)	26	-8	i	-3	-0.1	-1	0	3	1
COCC(C)NS(=O)(=O)c1ccc(C(=O)NC(Cc2ccccc2)c2ccccc2)cc1 (configuration not stated)	4	0	i	1	0.0	-1	-3	4	1
C=CCNC(=O)c1oc2ccc(S(=O)(=O)N3CCC4(CC3)OCCO4)cc2c1C	1	-2	i	-1	0.9	-2	10	-2	2
Cc1ccc(NC(=O)CN2CCc3ccccc3C2)cc1S(=O)(=O)N(C)C	2	-3	i	3	-0.7	-6	-8	-4	1
COc1ccccc1NS(=O)(=O)c1cc2c(cc1C)NC(=O)CO2	-1	2	i	-4	0.8	-2	5	5	-3
C=CCNCC(=O)NN=C(c1ccccc1)c1ccccc1	-6	2	i	5	1.2	-11	-6	5	-2
CC(Cl)C(=O)NC(=O)NC12CC3CC(CC(C3)C1)C2 (configuration not stated)	-2	4	i	-8	0.1	-6	8	-10	2
COC(=O)[C@@H](NC(=O)Nc1cccc(OC)c1)C(C)C	-7	-2	i	5	0.8	-2	4	-3	-2
CC(C)c1ccc(NC(=O)CSc2nc(-c3ccccc3F)nc3nc[nH]c23)cc1	-10	-2	i	0	-1.6	-3	-4	2	-2
FC(F)(F)c1cccc(Cn2nnnc2-c2cc(Cl)cc(Cl)c2)c1	28	0	i	0	·	-9	-8	-1	3
Cc1ccc2nc(SCC(=O)NC3CCS(=O)(=O)C3)[nH]c2c1 (configuration not stated)	-5	-2	i	-9	-0.2	-5	10	0	5
CSC(=Nc1ccccc1)N=C(SCc1ccccc1)N(C)C	84*	-27	i	-4	1.1	-4	-54	5	3
O=C(Nc1ccccc1N1CCN(C(=O)c2ccc(Cl)cc2)CC1)c1ccc2c(c1)OCO2	26	-8	i	-13	3.0	-3	-4	-1	-5
O=C(CN1CCN(S(=O)(=O)c2cc(C(F)(F)F)ccc2Cl)CC1)N1CCc2ccccc2C1	27	-1	i	0	0.0	-3	-1	0	1
CN(CC(=O)Nc1ccc(N2CCOCC2)cc1)C(=O)CCc1cc(C(C)(C)C)c(O)c(C(C)(C)C)c1	6	-2	i	-6	1.6	-4	-4	6	-1
CCOC(=O)c1c(-c2cccs2)csc1NC(=O)CCCC(=O)O	-10	7	i	-3	0.7	-1	-1	4	0
CC1CC1C(=O)OCC(=O)NC(=O)NCc1ccco1 (configuration not stated)	-6	-1	i	-3	-1.6	1	1	1	1
CC1=C(C(=O)OCC(Cl)(Cl)Cl)N2C(=O)C(NC(=O)Cc3ccccc3)C2SC1 (configuration not stated)	14	0	i	1	-0.3	-14	21	7	2
COc1ccc(/C=C(\NC(=O)c2ccc([N+](=O)[O-])cc2)C(=O)NCCCn2ccnc2)cc1	74*	1	i	-19	-0.2	-2	-12	2	0
COCCNC(=O)/C(C#N)=C/c1c(N2CCN(c3ccccc3)CC2)nc2ccccn2c1=O	-1	-2	i	-16	3.0	-4	8	2	1
CC1COc2ccccc2N1S(=O)(=O)c1cc(Cl)ccc1Cl (configuration not stated)	21	-3	i	-8	-0.9	1	0	3	-3
COc1cc(O)c(C(CCN2CCN(c3ccccc3)CC2)c2ccc(N(C)C)cc2)c(OC)c1 (configuration not stated)	11	-5	i	-3	-0.5	0	2	1	1
CC(=O)Nc1c(C(=O)N2CCN(c3ccccn3)CC2)cnn1-c1ccc(C)cc1	-7	-1	i	-3	1.1	-4	-14	2	0
CCOC(=O)C(NC(=O)c1ccccc1Cl)(Nc1sc2c(c1C(N)=O)CCC2)C(F)(F)F (configuration not stated)	-2	-15	i	-12	1.9	-1	-63	-1	3
O=C(Cn1cncn1)c1ccccc1Br	-8	0	i	-1	-0.5	4	5	-1	2
Cc1cc(/C=C2/C(=O)NN(c3ccccc3)C2=O)c(C)n1-c1ccc(O)cc1	-9	4	i	4	1.7	-3	-5	-1	-4
NC(=O)CSc1nnc(-c2ccccn2)n1Cc1ccco1	-7	0	i	-2	0.7	9.0*	-8	98	1
CCN(CC)S(=O)(=O)c1ccc(S(=O)(=O)Nc2cc3c(cc2C(C)=O)OCO3)cc1	11	-2	i	11	1.1	-6	4	5	3
COc1ccc2c(=O)c3c(=O)n(Cc4ccccc4)c(C(C)C)nc3oc2c1	0	1	i	6	-0.8	0	6	0	1
CCN1C(=O)[C@H]2[C@@H](c3ccc(-c4ccccc4)cc3)N3CCC[C@@]3(C(=O)OC)[C@H]2C1=O	16	4	i	-3	-0.8	-12	-15	-3	2
O=c1c2c3c(sc2ncn1/N=C/c1ccc(Br)o1)CCCC3	24	6	i	-1	0.4	-2	-4	4	0
Cc1cc(C)c(C)c(S(=O)(=O)NC(C(=O)O)C(C)C)c1C (configuration not stated)	-11	-1	i	9	1.1	-2	-13	0	-1
CCC(Sc1nc(=O)cc(N)n1CCc1ccccc1)C(=O)Nc1ccccc1C#N (configuration not stated)	-15	0	i	-12	-0.8	-11	-3	-2	-2
COc1ccc(C(=O)O)cc1S(=O)(=O)Nc1cc(Cl)ccc1N1CCOCC1	-8	2	i	-7	1.0	-2	11	0	0
Cc1ccsc1C(=O)Nc1n[nH]c(C(F)(F)F)n1	12	0	i	-2	0.2	0	-8	0	4
CSc1ccccc1NC(=O)Cn1nnc(-c2ccc(S(C)(=O)=O)cc2)n1	-9	-3	i	2	0.4	-4	-5	-1	3
N/C(=N\S(=O)(=O)c1ccc(Cl)s1)c1ccccc1	-7	6	i	-5	-0.9	-11	-15	-4	-1
O=C(CCNS(=O)(=O)c1ccccc1C(F)(F)F)NCCCc1ccccc1	-2	-1	i	-8	-0.5	-2	6	-1	1
O=C(CSC(=S)N1CCOCC1)Nc1ccc(S(=O)(=O)Nc2ncccn2)cc1	-2	-1	i	-11	0.1	-2	0	1	-1
COC(=O)c1ccc2c(C)c(C(C)(C)O)[nH]c2c1	-4	7	i	-14	0.6	-2	-9	-5	0
CC1CN(Cc2nc3c(c(=O)n(C)c(=O)n3C)n2CCN2CCOCC2)CC(C)O1 (configuration not stated)	-5	2	i	5	0.2	2	-5	7	-1
N#CC1(NC(=O)COc2ccc3oc4ccccc4c3c2)CCCCC1	-4	6	i	7	0.4	4	-15	-9	-1
COc1ccc(NC(=S)N2CCCCC2c2cccnc2)cc1 (configuration not stated)	-4	3	i	12	-1.7	2	-22	-1	2
N#CCCN1CCN(Cc2cc(-c3ccccc3)ccc2O)CC1	-1	2	i	-4	-0.6	-3	-2	5	2
Cc1ccc(CCNC(=O)C2CCN(S(=O)(=O)N3CCOCC3)CC2)cc1	-4	-4	i	6	-1.1	-6	-2	0	6
CC1CCCCC1NC(=O)/C(C#N)=C/c1ccc(OCC(N)=O)cc1 (configuration not stated)	-10	-3	i	5	3.4	-4	-3	-5	0
CCOc1ccc(NC(=O)NCC2CCN(c3ccc(OC)cc3)C2)cc1 (configuration not stated)	-5	-1	i	23*	-0.2	-1	1	7	1
Cc1ccnn1-c1ccc(C(=O)OCC(=O)Nc2ccc(F)cc2)cc1	-6	-3	i	9	0.1	-4	14	-8	-3
CCOC(=O)C1=C(CSc2n[nH]c(N)n2)NC(=O)NC1C (configuration not stated)	-8	3	i	-10	-0.5	-4	26	-4	-3
Cc1ccc(NC(=O)c2ccc(F)cc2F)cc1	-4	-2	i	-4	-1.2	-3	6	1	4
CC(C)C[C@@H](CC#N)N1CCN(Cc2ccccc2)CCC1=O	-5	-5	i	5	0.1	-1	-10	0	0
CCOC(=O)c1ccc(C(=O)NNC(=O)C2CC=CCC2)cc1 (configuration not stated)	-4	4	i	1	-0.8	-11	-2	-1	-2
Cc1cc(=O)n(C)c(=O)n1CCCCCOc1cccc([N+](=O)[O-])c1	3	2	i	-9	-0.5	-4	-1	0	3

Among those listed so far, 8 have fluorine:
SMILES	FAS TE block	MT1-MMP act inh	Rpn11 inh	eLon inh	MsrA inh	MsrA act	MLLE-PAM2 inh	CSN deneddyl inh	Rin1 Abl inh
CC(C)c1ccc(NC(=O)CSc2nc(-c3ccccc3F)nc3nc[nH]c23)cc1	-10	-2	i	0	-1.6	-3	-4	2	-2
FC(F)(F)c1cccc(Cn2nnnc2-c2cc(Cl)cc(Cl)c2)c1	28	0	i	0	·	-9	-8	-1	3
O=C(CN1CCN(S(=O)(=O)c2cc(C(F)(F)F)ccc2Cl)CC1)N1CCc2ccccc2C1	27	-1	i	0	0.0	-3	-1	0	1
CCOC(=O)C(NC(=O)c1ccccc1Cl)(Nc1sc2c(c1C(N)=O)CCC2)C(F)(F)F (configuration not stated)	-2	-15	i	-12	1.9	-1	-63	-1	3
Cc1ccsc1C(=O)Nc1n[nH]c(C(F)(F)F)n1	12	0	i	-2	0.2	0	-8	0	4
O=C(CCNS(=O)(=O)c1ccccc1C(F)(F)F)NCCCc1ccccc1	-2	-1	i	-8	-0.5	-2	6	-1	1
Cc1ccnn1-c1ccc(C(=O)OCC(=O)Nc2ccc(F)cc2)cc1	-6	-3	i	9	0.1	-4	14	-8	-3
Cc1ccc(NC(=O)c2ccc(F)cc2F)cc1	-4	-2	i	-4	-1.2	-3	6	1	4
